GSTO1 counter: inhibitors of recombinant GSTO1, primary screen, counter-screen for RBBP9 inhibitor project, biochemical, fluorescence polarization. inhibition, % at 5.96 µM. Glutathione S-transferase omega-1 (Homo sapiens), P78417. activity-based probe fluorescence polarization. 300,000 compounds, 1.1% hits;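 active = inhibition above the campaign mean inhibition plus 3 SD, cut at about 35% in these data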;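 also: 0% = GSTO1-1 with DMSO and 100% = wells lacking GSTO1-1 enzyme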
PAFAH1B3 FP inh: PAFAH1B3 enzyme inhibitors, primary screen, biochemical, fluorescence polarization, human; recombinant PAFAH1B3, FP-rhodamine probe; Platelet-activating factor acetylhydrolase IB subunit alpha1 (Homo sapiens), Q15102; 340,000 compounds, 0.28% hits; inhibition, % at 3.39 µM;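 active = inhibition above the screen-wide average of all tested compounds plus 3 SD, cut at about 25% in these data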;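 also: 0% = enzyme with DMSO only and 100% = wells lacking PAFAH1B3 protein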
PAD4 inh: human PAD4 inhibitors, primary screen, biochemical, fluorescence polarization, 1536-well format; Protein-arginine deiminase type-4 (Homo sapiens), Q9UM07; recombinant PAD4, RCA probe fluorescence polarization; inhibition, % at 6.36 µM; 330,000 compounds, 0.41% hits;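 active = percent inhibition above a cutoff equal to the mean of all tested compounds plus 3 SD, cut at about 15% in these data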;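 also: 0% = PAD4 with RCA probe and DMSO and 100% = probe without PAD4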
PAFAH1B2 FP inh: PAFAH1B2 enzyme inhibitors, primary screen, biochemical, fluorescence polarization, human; Platelet-activating factor acetylhydrolase IB subunit alpha2 (Homo sapiens), P68402; recombinant PAFAH1B2, FP-rhodamine activity probe; inhibition, % at 3.39 µM; 340,000 compounds, 1.2% hits; AID 492953, 2010;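 active = inhibition above the mean of all tested compounds plus 3 SD, cut at about 24% in these data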;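 also: 0% = enzyme with DMSO and 100% = wells lacking PAFAH1B2; many of its hits are not listed in these tables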
Target sequence (P68402 whole entry, looked up): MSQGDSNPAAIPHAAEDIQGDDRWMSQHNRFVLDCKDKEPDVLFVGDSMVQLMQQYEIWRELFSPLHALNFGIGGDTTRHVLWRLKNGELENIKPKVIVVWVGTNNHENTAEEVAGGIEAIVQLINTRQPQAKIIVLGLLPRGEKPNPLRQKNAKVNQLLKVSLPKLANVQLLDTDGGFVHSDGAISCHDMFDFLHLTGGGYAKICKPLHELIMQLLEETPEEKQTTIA
Fam108B inh: mouse Fam108B serine hydrolase inhibitors, primary screen, counter-screen for RBBP9 inhibitor project, biochemical, fluorescence polarization. inhibition, % at 9.51 µM. 300,000 compounds, 0.33% hits. recombinant Fam108B, FP-Rh probe fluorescence polarization;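 active = inhibition above the screen mean inhibition plus 3 SD, computed separately per campaign, cut at about 18% in these data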;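 also: inhibitors lower polarization as less probe binds the enzyme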
PME-1 primary: PME-1 inhibitors via competitive probe labeling, primary screen, biochemical, fluorescence polarization, FP-Rh probe, HTS; recombinant PME-1; inhibition, % at 5.9 µM; AID 2130, 2009; 320,000 compounds, 0.53% hits;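 active = inhibition above the campaign mean of all compounds plus 3 SD, cut at about 26% in these data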;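 also: competitive labeling of PME-1 active site by serine hydrolase directed probe; 0% = PME-1 with DMSO and 100% = wells lacking PME-1 enzyme; inhibitors block probe labeling so polarization falls and inhibition rises; many of its hits are not listed in these tables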
pPAFAH FP inh: pPAFAH enzyme inhibitors, primary screen, biochemical, fluorescence polarization, human; recombinant pPAFAH, FP-rhodamine probe fluorescence polarization; inhibition, % at 3.39 µM; 330,000 compounds, 1.5% hits;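 active = inhibition above the mean inhibition across the screen plus 3 SD, cut at about 25% in these data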;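 also: inhibitors block binding of the rhodamine activity-based probe so polarization drops; 0% = enzyme with DMSO and 100% = wells lacking pPAFAH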
Target sequence (Q13093 whole entry, looked up): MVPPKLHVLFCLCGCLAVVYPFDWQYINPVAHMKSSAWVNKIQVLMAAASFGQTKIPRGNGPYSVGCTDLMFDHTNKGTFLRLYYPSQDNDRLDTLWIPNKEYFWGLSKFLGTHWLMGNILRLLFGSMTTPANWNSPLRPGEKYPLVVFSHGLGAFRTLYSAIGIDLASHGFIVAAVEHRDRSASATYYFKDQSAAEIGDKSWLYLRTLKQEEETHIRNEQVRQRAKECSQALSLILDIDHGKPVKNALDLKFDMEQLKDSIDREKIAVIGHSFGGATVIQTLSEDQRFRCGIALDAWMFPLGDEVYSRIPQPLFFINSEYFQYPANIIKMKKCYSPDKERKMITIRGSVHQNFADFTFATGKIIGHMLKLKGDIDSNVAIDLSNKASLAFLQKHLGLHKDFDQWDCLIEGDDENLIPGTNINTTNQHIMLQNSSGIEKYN
LYPLA1 inh: LYPLA1 inhibitors, primary screen, counter-screen for PME1 inhibitor project, biochemical, fluorescence polarization, FP-Rh probe ABPP; recombinant LYPLA1; 320,000 compounds, 0.16% hits; Acyl-protein thioesterase 1 (Homo sapiens), O75608; AID 2174, 2009; inhibition, % at 5.9 µM;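 active = inhibition above the mean of all tested compounds plus 3 SD, set per campaign, cut at about 14% in these data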;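 also: inhibitors block serine hydrolase probe labeling of LYPLA1 so polarization falls; 0% = enzyme with DMSO and 100% = wells lacking LYPLA1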
Target sequence (O75608 whole entry, looked up): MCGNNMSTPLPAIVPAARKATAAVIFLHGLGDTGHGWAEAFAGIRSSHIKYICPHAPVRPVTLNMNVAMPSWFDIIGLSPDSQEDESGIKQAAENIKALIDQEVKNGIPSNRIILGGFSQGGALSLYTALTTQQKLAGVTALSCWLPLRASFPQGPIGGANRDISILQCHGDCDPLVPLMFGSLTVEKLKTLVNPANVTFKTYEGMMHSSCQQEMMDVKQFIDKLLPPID
PAFAH2 FP inh: PAFAH2 enzyme inhibitors, primary screen, biochemical, fluorescence polarization, human; AID 492956, 2010; 340,000 compounds, 0.99% hits; inhibition, % at 3.39 µM; Platelet-activating factor acetylhydrolase 2, cytoplasmic (Homo sapiens), Q99487; recombinant PAFAH2, FP-rhodamine activity probe;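 active = inhibition above the mean over all tested compounds plus 3 SD, cut at about 30% in these data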;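 also: inhibitors block probe labeling of enzyme so polarization drops; 0% = enzyme with DMSO and 100% = wells lacking PAFAH2 protein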
* marks the source's active call; other numbers are inactive results; . = not tested or not shown; & = joins results of further samples. This is a subset; count on the stated rates, not on these rows.

SMILES	GSTO1 counter	PAFAH1B3 FP inh	PAD4 inh	PAFAH1B2 FP inh	Fam108B inh	PME-1 primary	pPAFAH FP inh	LYPLA1 inh	PAFAH2 FP inh
Cc1cc(N2C(=O)C(O)=C(C(=O)c3cc4ccccc4o3)C2c2ccc([N+](=O)[O-])cc2)no1 (centres undefined)	-57	4	-5	1	0	-4	10	-5	10
CSc1ncccc1C(=O)OCC(=O)NC1CCC(C)CC1 (centres undefined)	.	7	-3	1	.	2	52*	-1	36*
COc1ccc(S(=O)(=O)N2CCN(C)CC2)cc1C(=O)Nc1ccccc1	4	6	8	10	-1	-3	0	1	-4
CN1CCN(Cc2nc3ccccc3c(=O)n2Cc2nc(-c3ccc4ccccc4c3)cs2)CC1	-3	-1&9	2	0&2	3	-2	4	-6	12&-7
CN(C)C(=O)COn1c(SCC(=O)N(C)C)nc2ccccc2c1=O	-4	9	0	2	0	-3	4	-3	2
CCCCCNC(=O)c1ccc2c(=O)n(CCOC)c(=O)[nH]c2c1	12	11	2	4	-5	-5	-2	-1	0
Cc1ccc(NC(=O)c2cc(S(=O)(=O)N3CCOCC3)cn2C)cc1F	1	-4	1	5	-3	3	4	0	-6
Cc1cccc(N(Cc2ccccc2)C(=O)c2cc(S(=O)(=O)N3CCOCC3)ccc2F)c1	4	12	4	3	-1	8	3	2	-1
O=C(O)CCC(=NNC(=O)c1cccc(S(=O)(=O)N2CCCCC2)c1)c1ccccc1	.	10	1	2	.	.	-4	.	12
Cn1c(=O)c2ccccc2n2c(CCl)nnc12	80*	12	3	1	-3	-5	3	1	-6
COCC(O)CSc1c([N+](=O)[O-])nc(C)n1Cc1ccc(OC)c([N+](=O)[O-])c1 (centres undefined)	-2	3	-5	4	7	-1	-3	0	0
COc1ccc(NC(=O)c2ccccn2)cc1S(=O)(=O)N1CCOCC1	-2	1	0	5	-4	-4	-3	0	-6
O=C(CCn1ccc2cc(S(=O)(=O)N3CCCC3)ccc21)NCc1ccccc1F	3	-4	-4	6	1	11	1	-3	-1
COc1cccc(C(C(=O)NC(C)(C)C)N(Cc2ccc(F)cc2)C(=O)CCC(=O)Nc2cc(C)on2)c1OC (centres undefined)	8	2	0	4	-1	-2	4	-5	-8
Cc1ccc(S(=O)(=O)N2CCN(C(=O)C(C)Cn3cncn3)CC2)cc1C (centres undefined)	-3	7	0	10	-2	-1	5	-2	-7
O=C(N1CCOCC1)N1CCN(CC(O)COc2ccc3ccccc3c2)CC1 (centres undefined)	2	0	-6	-5	-3	-1	0	1	12
Cc1nc(-c2cc(C#N)c(Sc3ccc(Cl)cc3Cl)nc2C)cs1	3	1	-2	-1	-8	-4	0	-4	-11
COc1ccccc1CN(C)CC(=O)Nc1ccc(Cl)cc1F	10	4	-4	0	-2	3	3	2	6
O=C1CC(=O)N(Cc2ccco2)C(=S)N1	-48	-10	-19	0	-5	-52	41*	-13	11
O=C(COc1ccc2c3c(c(=O)oc2c1)CCC3)Nc1ccccn1	0	-1	3	2	4	3	-1	-5	2
COC(=O)c1ccccc1NC(=O)COC(=O)[C@H](C)NC(N)=O	-2	4	1	2	2	2	4	-2	0
O=C(CN1C(=O)CC(c2ccco2)Sc2ccccc21)Nc1ccccc1F (centres undefined)	16	1	2	-3	1	2	11	-2	5
CCCCc1n[nH]c2c1/C(=N/OCC)CC(C)(C)C2	-3	.	-2	.	0	0	2	-5	.
CCc1ccc(S(=O)(=O)n2c(C)nc3ccccc32)cc1	-1	10	-2	3	1	-1	1	6	2
CCCCN(CC)CCCNC(=O)CC1Nc2ccccc2NC1=O (centres undefined)	8	9	-1	2	4	0	1	4	-5
CCCN1CNC(=S)N(c2cccc(C)c2)C1	9	-3	1	5	-4	-4	-2	4	1
COc1ccc(OC)c(C2=Nn3c(nnc3C3CCCCC3)SC2)c1	4	0	2	8	-2	-4	8	-1	-4
O=[N+]([O-])c1cc(S(=O)(=O)N2CCCC2)ccc1NN=C1CCCCC1	-3	-1	7	1	-2	2	-2	-1	-3
O=C(O)C1CCN(C(=O)CSc2nc3cc(Cl)ccc3c(=O)n2Cc2ccccc2)CC1	-17	-2	-5	-1	-2	4	9	-2	7
COc1ccccc1-n1nnnc1SCC(=O)Nc1oc(C)c2c(C)n[nH]c(=O)c12	7	0	-5	1	1	10	5	4	2
CCOc1cc(N2CCOCC2)c(OCC)cc1NC(=O)[C@H](C)N1C(=O)C2CC=CCC2C1=O (some centres undefined)	-1	8	4	8	-1	2	2	0	-2
COc1cc(OC)cc(-c2cc3cc4c(cc3cn2)OCO4)c1	.	8	-2	-1	.	.	6	.	-1
COc1cccc2cc(-c3nnc(SCC(=O)NCc4ccccc4)n3C)oc12	-4	2	0	0	1	2	-2	1	7
Cc1ccc(NC(=S)N2CCN(c3ncccn3)CC2)c(C)c1	-1	8	-1	4	1	7	2	-2	-1
COc1ccccc1N1CCN(C(=O)C(=O)c2c[nH]c3ccccc23)CC1	6	-7	6	5	0	-6	-7	1	-9
Cc1nn(Cc2ccc(Cl)cc2Cl)c(C)c1NC(=O)NC12CC3CC(CC(C3)C1)C2	-2	4	1	4	-3	3	6	0	4
COc1ccccc1C(=O)Nc1nc2ccccc2[nH]1	-7	11	2	2	-2	-11	-3	-3	6
O=C(CN1CCOCC1)Nc1nc2ccc(F)cc2s1	4	7	6	2	-8	1	-4	-2	5
Cc1cc(C(=O)Nc2ccc(Cl)cc2)on1	-3	0	-9	2	-4	-10	-4	-3	6
COc1ccc(CC(=O)N(C)Cc2ccc(Cl)cc2)cc1S(=O)(=O)N1CCOCC1	8	6	-2	5	0	2	2	2	1
Cc1ccc(NC(=O)CN(C)c2ccc(S(=O)(=O)N3CCN(C)CC3)cn2)cc1	3	1	-3	3	-3	0	1	3	-8
N#Cc1cccc(Oc2ccc(-c3cnc4ccccc4n3)cc2)c1C#N	1	3	2	0	-6	4	-4	0	-11
Nn1c(Cc2ccccc2F)nnc1SCC(=O)N1CC(=O)Nc2ccccc21	6	10	-3	3	-1	1	0	1	2
COc1cc(CCC(=O)OCC(=O)NCc2ccccc2)cc(OC)c1OC	-7	11	-2	0	7	2	10	-1	8
COC(=O)C1CC(O)CN1S(=O)(=O)c1cccs1 (centres undefined)	1	3	0	-1	0	1	-5	-2	-1
CC(=O)c1sc(NC(=O)COc2ccc([N+](=O)[O-])cc2)nc1C	9	5	-1	-1	1	1	-4	1	3
COCCN(C(=O)c1ccc(C)o1)c1c(N)n(CC(C)C)c(=O)[nH]c1=O	.	0	0	4	.	6	3	-1	3
Cc1cccc(NC(=O)c2cc(-c3ccccn3)nc3ccccc23)c1C	0	4	-3	2	-6	-2	-2	0	5
CCOC(=O)C(=CNc1cc(C)nn1C(C)(C)C)C(=O)OCC	0	2	-1	8	-4	-7	-4	-2	5
O=C(CC1C(=O)NCCN1Cc1c(F)cccc1Cl)NCc1ccccc1 (centres undefined)	2	11	4	1	3	-6	4	0	-2
CC1(C)Cc2ccccc2-c2nc(NCCCO)n(-c3ccccc3)c(=O)c21	2	9	4	14	2	-9	5	-2	0
CCN(CC(=O)Nc1ccc(OC)cc1)C(=O)CSCC(=O)Nc1ccc(C)cc1	2	11	7	17	-7	6	-4	-3	5
Cc1nnc2ccc(N3CCCCC3)nn12	-1	17	-5	1	5	2	3	1	1
Cc1c(C)c(C)c(/C=[N+](/C)[O-])c(C)c1C	-1	5	4	3	-1	1	-2	-4	4
CN1Cc2ccccc2N(CC(=O)NCc2ccccc2)C1=O	7	7	4	0	-1	0	-1	2	3
COc1ccc(NC(=O)C(C)N2c3cccc4cccc(c34)S2(=O)=O)cc1 (centres undefined)	-1	2	2	-8	6	-7	8	-2	-15
O=C(Nc1nnc(-c2ccccc2Cl)o1)c1ccc(S(=O)(=O)N2CCCCCC2)cc1	-13	.	-1	.	-3	-3	4	-2	.
CCOC(=O)CC(NC(=O)Cc1cccs1)c1ccccc1Cl (centres undefined)	1	-5	-1	7	5	2	11	2	0
CCOc1ccc(N2C(=O)CC(SC(=NC)Nc3cccc(OC)c3)C2=O)cc1 (centres undefined)	-3	10	0	5	-2	-1	4	-4	8
CCOc1ccc(NC(=O)CCn2cccc2)cc1	8	-1	-1	3	1	-9	1	2	-3

More entries follow:
SMILES	GSTO1 counter	PAFAH1B3 FP inh	PAD4 inh	PAFAH1B2 FP inh	Fam108B inh	PME-1 primary	pPAFAH FP inh	LYPLA1 inh	PAFAH2 FP inh
Cc1ccc(-n2c(SCC(=O)N3CCOCC3)nnc2-c2cccnc2)cc1C	-1	7	0	6	-3	-5	-7	-1	-2
CCOc1ccc(N(CC(=O)NCCc2ccc(F)cc2)S(=O)(=O)c2ccccc2)cc1	-1	3	-5	-1	4	10	15	4	0
O=C(COC(=O)c1cccc(O)c1)Nc1ccc(S(=O)(=O)N2CCOCC2)cc1	.	5	6	-5	.	2	1	-2	2
Cc1cccc(NC(=O)c2ccc(NCCc3ccccc3)c([N+](=O)[O-])c2)c1	-3	2	-3	-2	-3	-2	-1	2	-3
COc1cc(SC)ccc1C(=O)N1CCCCCC1	0	0	-4	2	0	6	-1	0	0
COc1ccc(OC)c(CCNC(=O)CC2Oc3ccccc3NC2=O)c1 (centres undefined)	3	1	1	-2	1	-3	7	-3	-7
CCC(OCC(O)CN1CCN(CCN2C(=O)c3cccc4cccc(c34)C2=O)CC1)c1ccccc1 (centres undefined)	-1	-4	2	19	2	-9	-1	3	-3
CN(Cc1ccccc1)C(=O)CN(c1ccc(F)cc1)S(=O)(=O)c1ccc2c(c1)OCCO2	4	1	1	3	-3	-4	2	0	4
Cc1onc(-c2ccc(Cl)cc2)c1-c1ccnc(SCC(=O)Nc2cc(Cl)cc(Cl)c2)n1	-12	-30	0	-14	-28	-45	-27	-30	-29
O=C(Nc1cccnc1)OC1CCCC1	2	5	-4	1	-3	-1	4	-4	-7
Cc1cccc(N(C(=O)c2nsc(Cl)c2Cl)C(C(=O)NC2CCCC2)c2ccc(O)cc2)c1C (centres undefined)	0	2	4	-2	-5	6	5	-8	-4
CCOC(=O)C1CCN(C(=O)C2(NC(=O)Nc3cccc(F)c3)CCCCC2)CC1	-2	1	3	0	3	2	12	-2	-2

Assay outcomes (PubChem)
